From PubChem
CHT allo act: CHT positive allosteric modulators, primary screen, cell-based, membrane potential dye, choline EC20 | High affinity choline transporter 1 (Homo sapiens), Q9GZV3 | CHT-expressing cells; stronger effect = higher value; LV-AA mutant CHT in HEK293 cells | B-score at 10 µM | 310,000 tested, 0.49% active | AID 488977, 2010;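 active means initial fluorescence not abnormally high and integrated response B-score, plate-corrected, over 3 SD above library mean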
Target sequence (Q9GZV3 whole entry, looked up): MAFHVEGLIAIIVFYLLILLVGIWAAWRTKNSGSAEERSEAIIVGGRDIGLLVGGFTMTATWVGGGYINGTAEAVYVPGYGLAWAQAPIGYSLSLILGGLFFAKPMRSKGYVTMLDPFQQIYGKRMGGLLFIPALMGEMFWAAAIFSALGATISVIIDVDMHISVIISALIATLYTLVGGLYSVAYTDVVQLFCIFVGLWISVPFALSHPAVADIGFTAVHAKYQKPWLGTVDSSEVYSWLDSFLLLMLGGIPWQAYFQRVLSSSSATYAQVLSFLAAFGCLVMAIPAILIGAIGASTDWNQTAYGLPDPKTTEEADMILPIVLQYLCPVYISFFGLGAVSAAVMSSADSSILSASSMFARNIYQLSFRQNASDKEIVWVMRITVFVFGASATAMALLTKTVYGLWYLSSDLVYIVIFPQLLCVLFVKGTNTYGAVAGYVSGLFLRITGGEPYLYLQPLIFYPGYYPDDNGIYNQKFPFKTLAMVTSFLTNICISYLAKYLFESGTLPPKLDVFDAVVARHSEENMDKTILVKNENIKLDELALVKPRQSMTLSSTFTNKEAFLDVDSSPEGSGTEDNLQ
OX1R antag-1: antagonists of human orexin 1 receptor (OX1R); Orexin/Hypocretin receptor type 1 (Homo sapiens), O43613; OX1R-expressing cells, FRET antagonist read-out; inhibition, % at 6.6 µM; 330,000 tested, 1.8% active; AID 485270, 2010; in the data active means inhibition mostly above about 38%, no sharp cut-off; inactive means mostly below about 40%;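 further: 0% = agonist challenge alone and 100% = reference antagonist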
Target sequence (O43613 whole entry, looked up): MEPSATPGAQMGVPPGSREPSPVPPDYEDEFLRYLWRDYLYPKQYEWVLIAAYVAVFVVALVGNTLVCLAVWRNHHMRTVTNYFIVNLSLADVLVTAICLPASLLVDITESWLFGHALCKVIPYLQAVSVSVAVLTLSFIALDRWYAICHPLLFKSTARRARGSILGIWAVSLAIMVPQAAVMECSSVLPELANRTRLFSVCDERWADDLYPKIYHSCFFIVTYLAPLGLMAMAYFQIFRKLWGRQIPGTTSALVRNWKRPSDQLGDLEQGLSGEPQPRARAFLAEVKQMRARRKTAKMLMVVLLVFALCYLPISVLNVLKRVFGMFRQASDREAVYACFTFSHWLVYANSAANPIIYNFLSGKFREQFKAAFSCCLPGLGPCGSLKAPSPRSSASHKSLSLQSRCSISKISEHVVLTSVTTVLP
OX1R antag-2: OX1R (HCRTR1) antagonists, primary screen, fluorescence, CHO/OX1R cells, Fluo-8 calcium, orexin A; 330,000 tested, 0.43% active; inhibition, % at 5 µM; AID 434989, 2010; Fluo-8 calcium fluorescence;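 active means inhibition above its plate's threshold, mean inhibition of all tested compounds on the plate plus 3 SD, cut at about 37% in these data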;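 further: 0% = orexin A challenge wells and 100% = SB-334867-A antagonist wells; not every result past the cut was called active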
The depositor's hits bear a star; i = inactive; . = no result given; & = joins results of further samples.

Results follow in this order: CHT allo act | OX1R antag-2 | OX1R antag-1
O=C(CN1CCN(Cc2ccc(F)cc2Cl)C1=O)NCc1cccs1
→ i | -12 | 7
COC(=O)COc1ccc(-n2cnnn2)cc1
→ i | 2 | 13
CCc1nc(N2CCN(S(=O)(=O)c3ccc(Br)cc3)CC2)c2c(C)c(C)sc2n1
→ i | -33 | 29
Cc1cc(NC(=O)c2ccccc2C)n(-c2cccc(F)c2)n1
→ i | -11 | 7
O=C(COC(=O)CCc1c[nH]c(=O)[nH]1)Nc1cccc(Cl)c1
→ i | -29 | 1
Cc1nc(Cc2nnc(SC(C)C(=O)N3c4ccccc4NC(=O)C3(C)C)o2)cs1 (stereo unspecified)
→ . | -20 | -6
O=C(COC(=O)c1cccc(Br)c1)NCCC1=CCCCC1
→ i | -5 | 16
OC[C@@H]1[C@@H](c2ccccc2)C(c2cccc(Cl)c2)=NN1c1ccccc1
→ . | 0 | 8
COc1ccc(C(CNC(=O)c2ccc(OCc3ccccc3)cc2)N2CCOCC2)cc1 (stereo unspecified)
→ . | -36 | 7
CCc1cc(C(=O)N2CCCC(C(=O)c3ccc(Cl)cc3)C2)no1 (stereo unspecified)
→ i | -16 | 15
COc1ccccc1NC(=O)Cn1cc(C(=O)C(=O)N2CCOCC2)c2ccccc21
→ i | -18 | 6
CCOc1cc(C(N)=O)cc(Cl)c1OCC
→ i | -9 | 7
CCc1ccccc1Nc1nc(N)nc(COC(=O)CCNS(=O)(=O)c2ccccc2)n1
→ i | -32 | 23
NC(=NCCc1ccccc1)NC(=O)c1cc(Cl)ccc1O
→ i | 7 | 17
COc1ccc(S(=O)(=O)N2CCCC2)cc1NC(=O)c1ccccc1F
→ i | -16 | 18
CS(=O)(=O)c1ccccc1-c1nc(-c2cccc(Cl)c2)no1
→ i | -32 | 27
COC(=O)C(NC(=O)CCc1nnc2ccc(N3CCC(C)CC3)nn12)C(C)C (stereo unspecified)
→ i | -9 | -2
CCC(C)(C(=O)NC1CCCC1)N(Cc1ccco1)C(=O)c1ccccn1 (stereo unspecified)
→ i | -34 | 13
Cc1csc2nc(COC(=O)c3cccc(N(C)C)c3)cc(=O)n12
→ . | -13 | 13
Cc1onc(-c2ccccc2Cl)c1C(=O)Nc1cccc2cccnc12
→ i | -24 | 7
COc1ccc(S(=O)(=O)N2CCC[C@H]2C(=O)NCc2ccc(Cl)cc2)cc1
→ i | -4 | 12
COc1ccccc1CNc1nc(=S)[nH]c2cc(OC)c(OC)cc12
→ i | -30 | 2
O=C(c1ccccc1Oc1nnnn1-c1ccccc1)N1CCOCC1
→ i | -2 | 9
O=C(N/N=C/c1ccccc1F)NC12CC3CC(CC(C3)C1)C2
→ i | -79 | -7
CC(C)(CNc1ccc(S(=O)(=O)C(F)(F)F)cc1[N+](=O)[O-])N1CCOCC1
→ i | -27 | 12
COc1cc2c(cc1NC(=O)CSc1nccn1C)oc1ccccc12
→ i | -7 | 29
CC(CN1CCC(n2nccc2NC(=O)c2ccccc2Cl)CC1)c1ccccc1 (stereo unspecified)
→ i | -18 | 12
Cc1ccc(C)c(C2NC(=O)c3ccccc3N2)c1 (stereo unspecified)
→ i | -11 | -1
O=C(COC(=O)C1CCN(S(=O)(=O)c2cccs2)CC1)c1cc2ccccc2o1
→ i | -10 | 23
O=C(CN1C(=O)COc2ccc(S(=O)(=O)N3CCOCC3)cc21)NCc1ccco1
→ i | -7 | 12
COc1ccccc1N1CCN(S(=O)(=O)CCNC(=O)c2cccc(F)c2)CC1
→ i | -28 | 16
CC(=O)Nc1nc(-c2ccccc2)ns1
→ i | -8 | 5
O=C(O)c1ccc(NC(=O)C(c2ccccc2)c2ccccc2)cc1
→ i | 3 | -8
CN(C)CCNC(=O)c1onc(CSc2ccc(F)c(F)c2)c1C(=O)NCCN(C)C
→ i | -3 | 32
COC(=O)C1=NN(N=O)C2(CC(=O)N(c3cc(C)cc(C)c3)C2=O)C1 (stereo unspecified)
→ i | -15 | 19
O=S(=O)(NCc1ccccn1)c1cc(Cl)ccc1Cl
→ i | 2 | 13
CCN(CC)C(=O)CSc1nnc(-c2cccc(OC)c2)o1
→ i | 5 | 4
CCC1C(=O)NCCN1C(=O)c1cccc(OC2CCN(S(=O)(=O)N(C)C)CC2)c1 (stereo unspecified)
→ i | -22 | -1
Cc1cc(-c2nn(-c3ccccc3F)cc2CN2CCN(c3ccncc3)CC2)c(C)s1
→ i | -4 | 6
Cc1ccccc1C(=O)NNC(=O)Nc1ccccc1
→ i | -7 | 12
CNC(=O)COc1ccc(S(=O)(=O)Nc2ccc(C)cc2)cc1
→ i | -13 | 8
Cn1cnnc1SCC(=O)NNC(=O)c1ccc([N+](=O)[O-])cc1
→ . | -11 | 29
CCN(C(=O)COC(=O)/C=C/c1ccco1)C1CCCCC1
→ . | -25 | 5
CC[C@]12c3[nH]c4ccccc4c3CCN1C(=O)C(CC(=O)NC/C=C(\C)CCC=C(C)C)C[C@@H]2C(=O)N1CCN(C(=O)c2ccco2)CC1 (stereo partly specified)
→ . | 14 | 14
CC(=O)Nc1nonc1NC(=O)CSc1ccccn1
→ i | -2 | 7
Cc1cc(C)c2[nH]c(=O)c(CN(CC3CCCO3)C(=S)NCc3ccco3)cc2c1 (stereo unspecified)
→ i | -39 | 5
Cc1ccc(S(=O)(=O)NCCc2ccccc2)cc1
→ i | -19 | 5
Cc1ccc(NC(=O)CCC(=O)OCc2ccc(Br)cc2)cc1
→ i | -4 | 2
COc1ccc(-c2[nH]ncc2CNCc2cc(C)n(C)n2)c(F)c1
→ 7.8* | -9 | -2
CCOC(=O)c1cc(CC)sc1NC(=O)CC1SC(N)=NC1=O (stereo unspecified)
→ i | -14 | 10
CC(c1ccccc1)n1cc(C(=O)NCc2cccnc2)nn1 (stereo unspecified)
→ i | -10 | 15
O=[N+]([O-])c1cc(-c2nnc(-c3ccccc3)o2)ccc1Oc1ccc(Cl)cc1
→ i | -3 | 2
O=C(Cn1nc(-c2ccccc2)c2ccccc2c1=O)Nc1ccc(F)cc1
→ i | -17 | 9
O=C(NCCOc1ccccc1)C(=O)NCC1CCCO1 (stereo unspecified)
→ i | 7 | 9
Clc1ccc(OCCCCN2CCc3ccccc3C2)cc1
→ i | -34 | 24
CC1Cc2ccccc2N1C(=O)CCn1cccn1 (stereo unspecified)
→ i | -21 | 12
Cc1ccc(C)c(S(=O)(=O)N2CCCC2CNC(=O)C(=O)NCCN2CCOCC2)c1 (stereo unspecified)
→ i | -19 | 12
Cc1cc(C)cc(N2C(=O)C3C4C=CC(C4)C3C2=O)c1 (stereo unspecified)
→ i | -28 | 9
N#Cc1ccsc1NC(=O)COC(=O)C1=NNC(=O)CC1
→ . | -7 | -2
O=C(c1cc2nc(-c3ccco3)cc(C(F)(F)F)n2n1)N1CCN(c2ccccc2)CC1
→ i | -28 | 15

The results go on.
Results follow in this order: CHT allo act | OX1R antag-2 | OX1R antag-1
COc1ccccc1CN(C)C(C)C(=O)Nc1cccc(C(C)=O)c1 (stereo unspecified)
→ i | -33 | -2
O=C(Nc1ccn(Cc2ccccc2F)n1)c1ccc(COc2ccc(Cl)cc2Cl)o1
→ i | -4 | 18
Cc1ccc(S(=O)(=O)N2CCC(C(=O)Nc3nnc(-c4ccco4)s3)CC2)cc1
→ i | -31 | 0
COc1cccc(/C=C2/SC(=S)N(CC(=O)NC3C=CS(=O)(=O)C3)C2=O)c1 (stereo unspecified)
→ i | -28 | 23
CCOC(=O)N1CCN(S(=O)(=O)c2ccc(-n3cnnn3)cc2)CC1
→ i | -7 | 22
CCOc1cc2c3c(c1)C(C)=CC(C)(C)N3C(=O)C2=O
→ i | -7 | 17
O=C(c1ccc(NS(=O)(=O)c2ccc3[nH]c(=O)[nH]c3c2)cc1)N1CCCC(C(F)(F)F)C1 (stereo unspecified)
→ i | -2 | 2
CCN1CCN(c2nc3c(c(=O)[nH]c(=O)n3C)n2Cc2ccccc2F)CC1
→ i | -4 | 11
COc1ccc(C2(C(=O)NC(C)C)CCCC2)cc1OC
→ i | -15 | 4
CN(CC(=O)Nc1cccc(F)c1)CC(=O)Nc1cccc2ccccc12
→ . | 1 | 11
Cc1ccc(-c2ccnc3c(Cl)c(C)nn23)cc1
→ i | -39 | 25
O=C(N/N=C/c1cccs1)C1COc2ccccc2O1 (stereo unspecified)
→ i | 7 | 5
COc1ccc(N2C(=O)C(F)(F)C2c2ccc(C)cc2)cc1OC (stereo unspecified)
→ i | -34 | 16
Cc1ccc(NC(=O)c2ccc3c(c2)OCCO3)cc1C
→ i | -20 | 21
COc1ccc(C(C)=O)cc1CC(=O)Nc1cccc(S(=O)(=O)N2CCOCC2)c1
→ . | -18 | -1
C=CCN1C(=O)c2ccc(C(=O)N(C)CC(=O)Nc3ccc(Br)cc3C)cc2C1=O
→ i | -17 | 22
CCOc1ccc(S(=O)(=O)Nc2cccc(C(=O)NCC3CCCO3)c2)cc1 (stereo unspecified)
→ i | -34 | 15
O=c1c2ccccc2c(C=NCCO)c(O)n1-c1ccccc1
→ i | -23 | 9
Cc1ccc(-n2nc3c(c2NC(=O)c2ccc4c(c2)OCO4)CS(=O)(=O)C3)cc1C
→ i | -14 | -6
COc1ccccc1CNS(=O)(=O)c1cc2c3c(c1)CCN3C(=O)CC2
→ i | 9 | 17
COc1cc(C(=O)N(Cc2ccc(F)cc2)C2CCS(=O)(=O)C2)cc(OC)c1OC (stereo unspecified)
→ i | -15 | 5
O=C(NCc1cccc(CNC(=O)Nc2cccc(O)c2)c1)Nc1cccc(O)c1
→ i | -9 | -10
O=C1NC(=O)C(c2ccccc2)(c2ccccc2)N1
→ i | -6&-7 | 5&12
O=C(N/N=C\c1ccc(Cl)cc1)c1sccc1-n1cccc1
→ i | -28 | 25
COc1ccc(NC2CCCN(C(=O)c3cccnc3)C2)cc1 (stereo unspecified)
→ i | -4 | 7
O=C(O)COCc1nc2ccccc2[nH]1
→ i | 1 | 22
CCOC(=O)C1CCCN(S(=O)(=O)c2cc(C(=O)OC)n(C)c2)C1 (stereo unspecified)
→ i | -2 | 4
Cc1ccccc1CSCCNC(=O)CN(c1ccc2c(c1)OCO2)S(C)(=O)=O
→ i | -23 | 30
CCCC(O)(CCN(C)C)c1ccc(OC)cc1 (stereo unspecified)
→ i | 1 | 16
CC(C)NC(=O)Nc1ccc2c(c1)C(=O)N([C@H](C)CO)C[C@H](C)[C@@H](CN(C)S(C)(=O)=O)O2
→ . | 6 | 9

Shown with each value named: 4 of the compounds above
canonical_smiles: COc1ccc(NC2CCCN(C(=O)c3cccnc3)C2)cc1 (stereo unspecified)
  CHT allo act: i
  OX1R antag-2: -4
  OX1R antag-1: 7
canonical_smiles: O=C(O)COCc1nc2ccccc2[nH]1
  CHT allo act: i
  OX1R antag-2: 1
  OX1R antag-1: 22
canonical_smiles: CCOC(=O)C1CCCN(S(=O)(=O)c2cc(C(=O)OC)n(C)c2)C1 (stereo unspecified)
  CHT allo act: i
  OX1R antag-2: -2
  OX1R antag-1: 4
canonical_smiles: Cc1ccccc1CSCCNC(=O)CN(c1ccc2c(c1)OCO2)S(C)(=O)=O
  CHT allo act: i
  OX1R antag-2: -23
  OX1R antag-1: 30

The listing continues:
Results follow in this order: CHT allo act | OX1R antag-2 | OX1R antag-1
O=C(CCN1C(=O)/C(=C/C=C/c2ccccc2)SC1=S)Nc1ccccn1
→ i | -21 | 4
COc1ccc(NC(=O)CN(C)C(=O)c2sc3ccccc3c2Cl)cc1
→ i | -13 | 0
COc1ccc(C2CC(c3cccs3)=NN2C(=O)COC(=O)c2cncc(Br)c2)cc1OC (stereo unspecified)
→ i | -34 | 15
CN(C)S(=O)(=O)c1ccc(Cl)c(NC(=O)COC(=O)CN2C(=O)C3CCCCC3C2=O)c1 (stereo unspecified)
→ i | -14 | 17
COc1ccc(CNC(=O)COC(=O)CCOc2ccc(C)cc2)cc1OC
→ i | -12 | 6
COc1cccc(CC(=O)N[C@@H](CCSC)c2nc3ccccc3[nH]2)c1
→ i | -20 | -4
O=C(c1cnc2c(c1)COc1ccc(Cl)cc1-2)c1ccccc1O
→ i | -18 | 26
Cc1cc(C(=O)CSc2nnnn2-c2ccc(O)cc2)c(C)n1C
→ i | -18 | 10
O=C(NC(Cc1ccccc1)C(=O)O)/C(=C/c1ccccc1)NC(=O)c1cccc(Br)c1 (stereo unspecified)
→ i | 0 | 33
Cc1sc2ncnc(N3CCOCC3)c2c1C
→ i | -10 | 29
Cc1nc2nc(-c3ccccc3)[nH]n2c(=O)c1Cc1ccccc1
→ i | 3 | 49
CC(=O)Nc1ccc(S(=O)(=O)N2CCC(NC(=O)c3ccccc3)CC2)cc1
→ i | -19 | 6
CCN(CC)c1c([N+](=O)[O-])c(=O)oc2ccccc12
→ i | -4 | 8
CCN(C(=O)c1cc(S(=O)(=O)N2CCCC2)ccc1C)C1CCS(=O)(=O)C1 (stereo unspecified)
→ . | -9 | 8
COc1ccccc1NC(=O)CN(C)S(=O)(=O)c1ccc(F)cc1
→ i | -2 | 9
CCN(CC)c1ccc(/C=N/NC(=O)CN2CCCc3ccccc32)cc1
→ i | -16 | 13
CCn1c(=O)c2sccc2n(Cc2cc(C(=O)OC)ccc2OC)c1=O
→ i | -16 | 13
CC1CCN(C(=O)CCc2nnc(-c3ccccc3)o2)CC1
→ i | -15 | 31
Cc1ccc(SCC(=O)Nc2ccc(N3CCOCC3)cc2)cc1C
→ . | -9 | 8
O=C(c1cccnc1)N1CCN(Cc2cccc(F)c2)CC1
→ i | 1 | 19
COc1cc(C)c(Cl)cc1S(=O)(=O)n1cnc2ccccc21
→ i | -9 | 12
COc1ccc(C2CC(c3ccc(OC)cc3)n3nc(NC(=O)c4cccs4)nc3N2)cc1 (stereo unspecified)
→ i | -16 | 9
